Screens: PubChem, Broad Institute
Cneo AK release – Cryptococcus neoformans cell lysis inducers, primary screen, AK release luminescence, single concentration | C. neoformans lysis, adenylate kinase release luminescence, 4 h; normalised: neutral wells 0, clomiphene wells 100 | lysis activity, % at 15 µM | 360,000 compounds, 0.2% hits;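 active means mean lysis activity across replicates of at least 80%, whatever share of replicates individually reach that level; inactive means mean lysis activity below 80%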
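Test system: log-phase Cryptococcus neoformans yeast cells. Input: 5 × 10^6 yeast cells/mL. Medium: fresh YPD growth medium. Doses: single dose. Incubation: static 4 h at 37 °C with compound, 1 h detection. Measured by: luminescent adenylate kinase detection reagent. Read-out: signal increase indicating cell lysis. Benchmarks: Clomiphene.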
RAD54 branch – inhibitors of human RAD54 branch migration, primary screen, biochemical, fluorescence, single point; DNA repair and recombination protein RAD54-like (Homo sapiens), Q92698; RAD54 Holliday junction branch migration, FAM/BHQ fluorescence; 360,000 compounds, 0.14% hits; inhibition, % at 10.4 µM;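 active means mean normalized replicate activity at least 40 and at least half of replicates scoring 40 or more; inconclusive means only one of the two criteria met; inactive means mean below 40 and under half of replicates reaching 40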;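 further: 0% = median of neutral control wells and 100% = median of positive control wells; inhibitors cause a drop in the FAM fluorescence signal; in these data hits start at about 50%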
miR-122 sensor – miR-122 Renilla sensor signal increase in Huh7, primary screen, miR-122 inhibitor project, cell-based, single point, plate reader; Huh7 miR-122 Renilla luciferase sensor, 48 h; neutral wells = 0, positive control = 100; activation (reporter increase), % at 12.5 µM; 340,000 compounds, 0.3% hits; AID 602342, 2012;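 active means mean replicate activation score at least 90 and every replicate individually at or above 90; inconclusive means only one of the two criteria met; inactive means neither criterion met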;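 further: higher luciferase means less miR-122 activity so hits act as miR-122 inhibitors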
RAD52 anneal inh – RAD52 DNA annealing inhibitors, primary screen, biochemical, FRET, single point, set 2; recombinant RAD52 DNA annealing, FRET fluorescence; inhibition, % at 18.7 µM; 360,000 compounds, 0.46% hits; AID 651710, 2012;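 active means every replicate showing at least 50% inhibition; inconclusive means mean inhibition at least 50% but not in every replicate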
Target sequence (P43351 whole entry, looked up): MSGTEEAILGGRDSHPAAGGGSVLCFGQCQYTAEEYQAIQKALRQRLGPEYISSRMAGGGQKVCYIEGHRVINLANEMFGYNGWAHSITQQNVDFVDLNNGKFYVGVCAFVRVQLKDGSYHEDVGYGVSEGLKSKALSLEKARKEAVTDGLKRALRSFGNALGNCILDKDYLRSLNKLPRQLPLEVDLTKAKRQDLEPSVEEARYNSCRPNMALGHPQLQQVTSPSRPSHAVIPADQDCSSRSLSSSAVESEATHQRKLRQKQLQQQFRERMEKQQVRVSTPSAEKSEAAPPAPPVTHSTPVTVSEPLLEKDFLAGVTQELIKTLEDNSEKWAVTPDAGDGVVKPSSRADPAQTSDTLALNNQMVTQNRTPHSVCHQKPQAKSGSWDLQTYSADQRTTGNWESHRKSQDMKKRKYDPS
PGC1a acetyl inh – inhibitors of PGC1a acetylation signal, primary screen, cell-based, U2OS, AlphaScreen, inhibitor mode; AlphaScreen anti-acetyl-lysine; with virally co-expressed GCN5 acetyltransferase; 350,000 compounds, 0.17% hits; inhibition, % at 15.6 µM;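 active means every replicate shows inhibition of at least 40%; inconclusive means mean inhibition at least 40% but some replicate below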;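 further: 0% = neutral control wells and 100% = positive control wells; some results beyond the cut were filed as inactive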
E-sel inducer – E-selectin induction in HUVECs, primary screen, imaging, HUVEC, immunofluorescence imaging, single point; activation, % at 7.58 µM; normalized: neutral wells 0, TNF-alpha wells 100; AID 686992, 2013; 260,000 compounds, 0.37% hits;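 active means mean E-selectin-positive cell signal at least 10% of the positive control, reached in at least 60% of replicates, without over 20% cell loss; inconclusive means no rule given, readout overlaps actives, possibly toxicity-flagged; inactive means the rest, including those meeting only one limit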;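 further: in these data hits start at about 27%; measured in HUVEC primary endothelial cells; signal is the percent of cells scored E-selectin positive by PE staining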
Target sequence (P16581 whole entry, looked up): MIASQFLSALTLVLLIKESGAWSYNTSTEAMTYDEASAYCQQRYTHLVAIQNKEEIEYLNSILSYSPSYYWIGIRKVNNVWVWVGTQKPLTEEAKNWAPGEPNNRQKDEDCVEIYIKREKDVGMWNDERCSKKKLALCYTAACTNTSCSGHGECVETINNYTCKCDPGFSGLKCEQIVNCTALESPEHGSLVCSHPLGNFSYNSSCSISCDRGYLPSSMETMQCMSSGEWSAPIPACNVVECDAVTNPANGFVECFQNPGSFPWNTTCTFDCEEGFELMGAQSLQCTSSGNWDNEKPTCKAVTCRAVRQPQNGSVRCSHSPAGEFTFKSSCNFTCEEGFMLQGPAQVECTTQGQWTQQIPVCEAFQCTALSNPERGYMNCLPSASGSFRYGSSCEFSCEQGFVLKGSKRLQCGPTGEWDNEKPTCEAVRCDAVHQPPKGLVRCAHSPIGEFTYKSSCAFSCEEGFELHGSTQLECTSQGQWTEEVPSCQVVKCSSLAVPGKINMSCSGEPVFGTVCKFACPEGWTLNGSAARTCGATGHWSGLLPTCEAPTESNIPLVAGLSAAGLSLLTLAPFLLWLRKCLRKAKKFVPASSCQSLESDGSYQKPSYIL
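material = human umbilical vein endothelial cells (HUVEC), E-selectin induction | quantity = 3,000 cells/well | medium = EGM-2 growth medium on 0.1% gelatin-coated wells | technique = immunofluorescence imaging | read-out basis = % PE-positive cells | control set = TNF-alpha positive control, DMSO neutral control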
ERAP1 HTS inh – human ERAP1 aminopeptidase inhibitors, primary screen, biochemical, single point, plate reader; inhibition, % at 10.7 µM; 340,000 compounds, 0.15% hits; AID 652197, 2013; Endoplasmic reticulum aminopeptidase 1 (Homo sapiens), Q9NZ08; recombinant ERAP1, Leu-AMC fluorescence, 60 min;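 active means mean replicate inhibition of at least 30%, or all replicates individually reaching that 30% level; inactive means mean below 30% and not every replicate reaching it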;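 further: 0% = neutral control wells and 100% = L-leucinethiol positive control wells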
PglD DTNB – C. jejuni PglD acetyltransferase inhibitors, primary screen, biochemical, DTNB colorimetric, single point; UDP-N-acetylbacillosamine N-acetyltransferase PglD (Campylobacter jejuni); purified PglD enzyme, DTNB colorimetric CoA detection; inhibition, % at 12.5 µM; 360,000 compounds, 0.098% hits; in the data active means inhibition above about 16%, passing the limit was not always enough; inconclusive means no clear call, values can overlap the other calls; further: strong numbers were not always called active
* = called active by the depositor; ? = inconclusive; · = not tested or not shown; & = joins results of further samples; [ ] = remark or other dose.

SMILES	Cneo AK release	RAD54 branch	miR-122 sensor	RAD52 anneal inh	PGC1a acetyl inh	E-sel inducer	ERAP1 HTS inh	PglD DTNB
COc1ccc(C(=O)O)cc1NC(=S)NC(=O)CSc1ccc(Cl)cc1	-1	-1	0	-2	·	0.2	-60	-2
COc1ccc(S(=O)(=O)N(C)C[C@H]2Oc3c(NC(=O)c4nc5ccccc5s4)cccc3C(=O)N([C@@H](C)CO)C[C@H]2C)cc1	6	-4	-3[16.7 µM]	-11	8	0.6	4	2
CC(=O)Nc1ccc(CCc2nc3ccccc3[nH]2)cc1	-4	-1	-3	-25	3	0.0	·	2
COc1ccc(C(=O)NCc2nnc(SCC(=O)Nc3nnc(C)s3)o2)cc1OC	-2	4	2	-4	11	·	0	-5
CO[C@H]1CN(C)C(=O)c2ccc(NS(=O)(=O)c3ccccc3)cc2OC[C@@H](C)N(C)C[C@H]1C	-7	6	-5[16.7 µM]	13	1	0.1	-4	0
CC#CCCCC(=O)Nc1cc(OC)nc(OC)n1	1	1	6	·	0	·	·	-1
CCC(=O)Nc1ccc2c(c1)C(=O)N(C)[C@H]1CC[C@@H](CC(=O)NCC3CCCCC3)O[C@@H]1CO2	-4	1	0[16.7 µM]	-9	8	0.1	1	0
Cc1ccccc1S(=O)(=O)Cc1ccc(C(=O)N(C)C2CCCCC2)o1	12	-4	·	-22	14	-0.3	2	2
CC(=O)NC[C@H]1[C@@H](c2ccc(-c3ccccc3)cc2)[C@H](CO)N1C(=O)C1CC1	0	3	-18[16.7 µM]	-5	-8	-0.1	6	6
O=C1SC(c2ccccc2)=N/C1=C/c1ccco1	-6	6	-6	·	-18	·	·	-5
O=C(Nc1ccccc1C(=O)NCCCN1CCOCC1)c1ccc(F)cc1F	-2	7	·	-20	·	-0.4	-1	-4
COc1cc(-c2nnc3n2CCCCC3)cc(OC)c1OC	-2	3	0	14	5	0.1	-1	-4
O=C(c1ccc(F)cc1F)N(Cc1ccccn1)Cc1ccco1	2	-26	-3	·	-1	·	·	11
Cc1ccc(C)c(OCCC(=O)Nc2cc(S(=O)(=O)N3CCCCC3)ccc2C)c1	·	·	23	-2	11	·	-1	·
Cc1ccc(S(=O)(=O)N(C)C[C@@H]2OCCCC[C@H](C)Oc3ccc(NS(=O)(=O)c4ccc(Cl)cc4)cc3C(=O)N([C@@H](C)CO)C[C@H]2C)cc1	1	-26	0[16.7 µM]	5	4	0.2	2	1
NC(=O)c1ccc(NC(=O)COC(=O)c2n[nH]c3ccccc23)cc1	-1	-3	4	-98	3	·	6	-3
COc1ccccc1-c1ccc2c(c1)O[C@H](CN(C)CC1CCOCC1)[C@H](C)CN([C@@H](C)CO)S2(=O)=O	-4	3	17[16.7 µM]	9	23	0.0	1	-3
CCCC(C(=O)NC1CCCC1)N(Cc1ccccc1Cl)C(=O)c1snc(C(N)=O)c1N (stereo not given)	-3	1	·	-13	·	0.1	3	1
Cc1c(CCC(=O)O)c(=O)oc2c(C)c(OCc3cc4c(cc3Cl)OCO4)ccc12	6	-5	4	-10	5	-0.3	·	1
CCOc1cc(-c2c(C)c(C)nc(N)c2C#N)ccc1O	2	-3	3	·	3	·	·	1
CCn1cc(C(=O)NC(C)CCc2ccccc2)c(=O)c2cc(S(=O)(=O)N(C)C)ccc21 (stereo not given)	-1	-40	-4	-13	-7	-0.2	0	3
Cc1ccc(N2CC(C(=O)Nc3c4c(nn3C(C)(C)C)CS(=O)(=O)C4)CC2=O)cc1C (stereo not given)	-1	3	·	-2	·	0.1	-2	0
C[C@@H]1CN([C@@H](C)CO)C(=O)Cc2cc(NC(=O)Cn3cnnn3)ccc2O[C@@H]1CN(C)S(C)(=O)=O	2	-3	7[16.7 µM]	·	-3	1.5	·	-3
CC(=O)N1c2ccc(S(=O)(=O)NCC3CCC(C(=O)NCc4ccc(C)o4)CC3)cc2CC1C (stereo not given)	0	-4	-9	-15	-4	·	-1	-1
COCC(=O)N1CC2(C1)[C@H](c1ccccc1)[C@@H](CO)N2C(=O)NC1CCCC1	·	·	·	-10	8	0.0	1	·
CC(C)OC(=O)CSc1nc(N)c(C#N)c(-c2ccco2)c1C#N	-1	-1	-3	·	-3	·	·	-6
CN(C)CCCN=Cc1c(-c2ccccc2)[nH]n(-c2nc3ccccc3s2)c1=O	·	·	-5	34	-4	·	-3	·
O=C(CN(C1CCCCC1)S(=O)(=O)c1ccc(Cl)cc1)NCc1cccnc1	-1	4	100*	·	6	·	·	6
O=c1oc2ccc(C#CC3(O)CCCCC3)cc2cc1-n1cc(-c2ccccn2)nn1	5	-2	-3	-282	5	-0.1	·	-1
COc1cc(C(=O)Nc2sc(C(=O)N3CCOCC3)c(C)c2C#N)cc(OC)c1OC	13	11	-4	·	-6	·	·	-3
CSCCC1NC(=O)N(CC(=O)N2N=C(c3ccc(Cl)cc3)CC2c2ccco2)C1=O (stereo not given)	·	·	·	-22	-3	-2.4	4	·
COC1=CC(=O)[C@@]2([C@@H]1O)[C@@H](Cl)C[C@]13C(OC)=C(OC)C(=O)C[C@]21CCN3C	2	0	-2	-20	0	-0.1	0	-2
CN(C)C(=O)C[C@@H]1CC[C@H]2[C@@H](COC[C@@H](O)CN2CC2CCOCC2)O1	-2	5	5[16.7 µM]	-5	-3	-0.1	0	-2
O=C(C[C@H]1CC[C@@H]2[C@H](COC[C@@H](O)CN2C(=O)c2ccncc2)O1)NCc1cc(F)cc(F)c1	-5	-1	0[16.7 µM]	9	-8	-0.2	-5	-1
COc1ccc2[nH]c3c(=O)n(CCN4CCOCC4)cnc3c2c1	3	1	16	-5	-1	-0.2	-4	1
COCCNC(=O)C[C@@H]1CC[C@H]2[C@@H](COc3ccc(NC(=O)C4CCCC4)cc3C(=O)N2C)O1	1	-1	1[16.7 µM]	-4	-4	0.0	-4	1
CN(c1ccc(C(=O)NCC2CCCO2)cc1)S(C)(=O)=O (stereo not given)	-1	-19	-1	5	-9	·	13	-2
Cc1cc(C(=O)Nc2ncn[nH]2)ccc1[N+](=O)[O-]	3	-2	-1	-12	·	0.0	-5	-1
C[C@@H]1CN([C@H](C)CO)C(=O)c2cccc(NC(=O)Nc3cccc4ccccc34)c2O[C@@H]1CN(C)S(=O)(=O)c1cccs1	1	1	3[16.7 µM]	15	8	0.1	-1	5
Cc1cc(N2CCOCC2)nc2ccc(NC(=O)CCC(=O)N3CCC(C)CC3)cc12	4	-2	-4	·	·	·	·	-5
CO[C@H]1CN(C)C(=O)c2cc(NC(=O)Nc3c(C)noc3C)ccc2OC[C@H](C)N(CC2CC2)C[C@@H]1C	1	-8	·	2	0	-0.1	0	-4
CCCC(=O)Nc1ccc2c(c1)C(=O)N(C)C[C@H](OC)[C@H](C)CN(CCC(F)(F)F)[C@H](C)CO2	11	-4	·	-3	12	0.1	4	-1
Cn1c(C(=O)OC(C(=O)NC2CCCCC2)c2ccccn2)cc2sccc21 (stereo not given)	-2	-2	5	·	11	·	·	0
COc1ccc(S(=O)(=O)Nc2ccc3c(c2)[C@H]2C[C@H](CC(=O)NCC4CC4)O[C@@H](CO)[C@H]2O3)cc1	1	-5	-1	-8&-5	-1&3	-0.1	-1&2	3
OC(c1ccc(F)cc1)c1ncc(-c2cccc3ccccc23)[nH]1 (stereo not given)	1	-5	14	-17	-18	0.2	16	-4
CCCN(C)C[C@H]1OCCCC[C@H](C)Oc2ccc(NC(=O)Cc3ccccc3)cc2C(=O)N([C@@H](C)CO)C[C@H]1C	1	3	3[16.7 µM]	5	2	0.0	2	-1
CCOc1ccccc1-n1nnnc1SCC(=O)NC(=O)Cc1ccccc1	·	-4	0	-13	1	-0.1	33*	-7
Cc1nc(CS(=O)(=O)c2ccccn2)sc1C(=O)NNC(=O)c1ccc(Cl)cc1	-4	-19	0	-2	·	·	·	4
CC(O)(c1ccc(F)c(F)c1)c1nc(-c2cc(F)cc(F)c2)cs1 (stereo not given)	-3	2	10	-3	0	?	1	-1
COc1cc(/C=N/N(C)C2=NS(=O)(=O)c3ccccc32)cc(OC)c1OC	1	-9	1	-8	-3	·	-3	-3
O=C(CN1C(=O)CSC1=O)Nc1ccc(N2CCOCC2)cc1	0	-11	3	·	3	·	·	-1
CCOC(=O)c1c(N)sn(-c2ccccc2C)c1=S	-5	-8	-1	·	-3	·	·	0
O=C(Cn1cc(C(F)(F)F)ccc1=O)NC1CCCC1	-1	0	4	-15	7	·	2	-3
Cc1ccc(S(=O)(=O)N/N=C/c2ccc(O)c(O)c2)cc1[N+](=O)[O-]	2	-1	-5	4	0	-0.9	-1	6
O=C(C[C@@H]1CC[C@@H](NS(=O)(=O)c2ccc(F)cc2)[C@H](CO)O1)NCCN1CCCCC1	-3	3	·	3	-4	0.3	·	-2
O=S(=O)(c1cccs1)N1CCN(c2ccccn2)CC1	7	6	5	·	-14	·	·	-6
CN(C)C(=O)C[C@@H]1CC[C@H]2[C@@H](COC[C@@H](O)CN2C(=O)c2ccncc2)O1	-1	-6	-9[16.7 µM]	·	9	-0.1	·	1
CCOC(=O)CS(=O)(=O)c1nc(-c2ccc(F)cc2)cc(C(F)(F)F)n1	1	6	-10	·	27	·	·	1
CCOC(=O)c1c(C)[nH]c(C(=O)COC(=O)C23CC4CC(CC(Cl)(C4)C2)C3)c1C	2	6	19	·	5	·	·	-4
CCC(C)c1ccc(OCC(=O)Nc2ccc3[nH]c(=O)[nH]c3c2)cc1 (stereo not given)	0	-1	-2	·	·	0.2	·	-10

Next part:
SMILES	Cneo AK release	RAD54 branch	miR-122 sensor	RAD52 anneal inh	PGC1a acetyl inh	E-sel inducer	ERAP1 HTS inh	PglD DTNB
NC(=O)NCc1cccnc1	·	·	·	-16	3	0.2	4	·
C/C=C/c1cnc2c(c1)C(=O)N([C@@H](C)CO)C[C@@H](C)[C@H](CN(C)S(=O)(=O)c1ccc(OC)cc1)O2	-2	-16	-4[16.7 µM]	-1	6	·	2	2
CCCCNC(=O)COC(=O)CCC(=O)c1ccc(F)cc1	-1	-4	8	·	4	·	·	1
CCCN(CC(=O)Nc1ccc(Cl)cc1Cl)C(=O)c1ccc(=O)[nH]c1	7	4	1	-25	·	·	-3	-6
Nc1nc(-c2ccccc2)c(-c2ccccc2)s1	-2	7	-1	·	4	·	·	1
O=S1(=O)CC(N2CCCC2)CN1CCc1ccccc1 (stereo not given)	1	-3	-5	-21	1	7.3	·	3
CCS(=O)(=O)N1CCC2(CC1)OCCN2S(=O)(=O)c1ccc(C)cc1	-3	7	·	-20	1	·	-2	-6
Cc1ccc(S(=O)(=O)NC(C)(C)CSc2nnc(N)s2)cc1	0	6	7	·	-14	·	·	-1
